From PubChem
SKN-1 inh = suppressors of acrylamide-induced Pgst-4::GFP reporter in worms, primary screen, SKN-1 inhibitor project, whole organism, uHTS, GFP/RFP fluorescence ratio, strain VP596. C. elegans VP596 Pgst-4::GFP/RFP ratio, 24 h. inhibition, % at 21.8 µM. 360,000 compounds, 0.49% hits. AID 624304, 2012;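 active = interference check ratio from 0.5 to 1.5 plus GFP to RFP signal ratio inhibition reaching or exceeding a fixed threshold, cut at about 30% in these data, passing the limit was not always enough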; note: some compounds called inactive have numbers as strong as hits
bovine MsrA act = bovine MsrA enzyme activators, primary screen, biochemical, absorbance, HTS | AID 602163, 2012 | activation, % at 10.6 µM | purified bovine MsrA, absorbance read-out | 360,000 compounds, 0.3% hits; in the data active = activation above about 7.5%;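 note: 0% = vehicle and 100% = reference activator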
eLon inh = inhibitors of E. coli Lon protease, primary screen, biochemical, fluorescence polarization; P0A9M0; purified E. coli Lon protease; inhibition, % at 7.94 µM; 360,000 compounds, 0.42% hits; AID 602123, 2011; in the data active = inhibition above about 13%, passing the limit was not always enough;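 note: 0% = enzyme with probe and DMSO and 100% = no enzyme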
Target sequence (P0A9M0 whole entry, looked up): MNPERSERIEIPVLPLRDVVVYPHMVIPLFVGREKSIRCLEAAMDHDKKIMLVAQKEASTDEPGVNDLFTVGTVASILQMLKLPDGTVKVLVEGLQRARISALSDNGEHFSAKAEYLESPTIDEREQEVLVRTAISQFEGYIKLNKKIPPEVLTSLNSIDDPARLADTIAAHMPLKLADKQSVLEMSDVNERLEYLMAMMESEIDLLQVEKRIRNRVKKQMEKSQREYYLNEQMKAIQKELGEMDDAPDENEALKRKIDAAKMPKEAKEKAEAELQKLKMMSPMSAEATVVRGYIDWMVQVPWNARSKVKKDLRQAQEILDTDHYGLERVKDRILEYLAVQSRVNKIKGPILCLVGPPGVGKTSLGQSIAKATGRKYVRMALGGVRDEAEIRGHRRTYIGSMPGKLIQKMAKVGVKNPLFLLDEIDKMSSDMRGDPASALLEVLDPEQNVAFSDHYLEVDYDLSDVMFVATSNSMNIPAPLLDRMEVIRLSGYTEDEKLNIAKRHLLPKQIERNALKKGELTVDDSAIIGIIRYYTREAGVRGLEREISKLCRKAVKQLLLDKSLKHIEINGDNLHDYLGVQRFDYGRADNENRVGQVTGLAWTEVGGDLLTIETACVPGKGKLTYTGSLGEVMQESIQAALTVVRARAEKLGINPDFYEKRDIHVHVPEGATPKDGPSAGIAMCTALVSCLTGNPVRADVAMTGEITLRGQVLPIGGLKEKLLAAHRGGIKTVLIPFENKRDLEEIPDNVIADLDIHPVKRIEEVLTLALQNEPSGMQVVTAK
FAS-TE inh = FAS thioesterase domain inhibitors, primary screen, biochemical, fluorescence intensity, uHTS; Fatty acid synthase (Homo sapiens), P49327; recombinant FAS-TE, OMFH fluorogenic substrate, fluorescence endpoint; inhibition, % at 15 µM; 360,000 compounds, 0.67% hits;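 active = compounds whose normalised, plate-corrected inhibition of enzyme fluorescence in the single-dose primary screen is 50% or more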;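 note: 0% = DMSO with enzyme and 100% = substrate without enzyme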
MT1-MMP act inh = blockers of MT1-MMP proenzyme processing, primary screen, HT1080 RFP-PRO-GFP cells, GFP/RFP fluorescence; GFP/RFP ratio fluorescence, overnight; percent of plate control window, DMSO zero; 360,000 compounds, 0.061% hits; AID 651647, 2012; GFP/RFP ratio change, % at 20 µM; Matrix metalloproteinase-14 (Homo sapiens), P50281;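 active = GFP/RFP ratio change of at least 30% with cell ATP level not reduced by more than half and red fluorescence within 50% of control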; note: strong numbers were not always called active
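Compound: 20 µM single dose, 1% DMSO / System: HT1080 RFP-PRO-GFP cells / Controls: DMSO and RFP-L50D-GFP cell wells / Read-out basis: GFP/RFP fluorescence ratio / Schedule: overnight compound exposure at 37 °C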
NRP1-CendR mod = modulators of CendR peptide binding to NRP-1, primary screen, biochemical, fluorescence polarization, uHTS. Neuropilin-1 (Homo sapiens), O14786. FAM-RPARPAR peptide binding to NRP-1. inhibition, % at 25 µM. 360,000 compounds, 0.85% hits. AID 602438, 2012;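 active = inhibition or corrected inhibition above about 18%, plus a signal ratio from 0.5 to 1.5, limit read from the data, passing the limit was not always enough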; note: strong numbers were not always called active
Rin1 Abl inh = inhibitors of Rin1-Abl protein binding, primary screen, biochemical, TR-FRET. Tyrosine-protein kinase ABL1 (Homo sapiens) + Ras and Rab interactor 1 (Homo sapiens), …. inhibition, % at 7.35 µM. 360,000 compounds, 0.4% hits. AID 588664, 2011; in the data active = inhibition above about 5%, passing the limit was not always enough
PABP1 MLLE inh = inhibitors of PABP1 MLLE–PAM2 peptide binding, primary screen, biochemical, fluorescence polarization, FITC-PAM2, GST-MLLE; AID 588489, 2011; inhibition, % at 20 µM; 360,000 compounds, 0.36% hits; Polyadenylate-binding protein 1 (Homo sapiens), P11940; in the data active = inhibition above about 35%, passing the limit was not always enough;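 note: plate controls were DMSO wells with GST-MLLE for no effect and wells lacking GST-MLLE protein for full effect; some results filed as inactive read as strong as hits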
Neddyl block = inhibitors of cullin neddylation, primary screen, biochemical, TR-FRET, uHTS, NAE and Ubc12 | 360,000 compounds, 0.58% hits | NEDD8-conjugating enzyme Ubc12 (Homo sapiens) + NEDD8-activating enzyme E1 regulatory … | calls only at 25 µM | AID 651699, 2012; in the data active = inhibition above about 36%
An asterisk follows results filed as active; i = inactive; . = not tested or not shown; & = joins results of further samples.

Values in the order: SKN-1 inh	bovine MsrA act	eLon inh	FAS-TE inh	MT1-MMP act inh	NRP1-CendR mod	Rin1 Abl inh	PABP1 MLLE inh	Neddyl block
> Cn1c(=O)c2c(nc(-c3ccc(N(CCCl)CCCl)cc3)n2C)n(C)c1=O
 : 5	-6	-13	16	3	5	4	3	.
> CCOC(=O)C1CCCCC12C(C#N)=C(N)Oc1n[nH]c(C)c12 (stereo not given)
 : -15	-1	-7	-4	-2	1	2	-5	i
> Oc1c(Cl)cc(Cl)cc1CN1CCN(Cc2ccccc2)CC1
 : 16	-1	-2	10	2	3	-3	0	i
> CN(C)CP(=O)(Nc1ccccc1)N(C)C (stereo not given)
 : -2	-2	-6	-7	6	8	-6	3	i
> CCOc1ccc2nc(N=Nc3c(O)[nH]c(=O)[nH]c3=O)sc2c1
 : 11	0	-2	2	27	-8	-5	7	i
> C=CCN1CC[C@]23c4c5ccc(O)c4OC2C(=O)CC[C@@]3(O)C1C5 (stereo not given in full)
 : -11	2	-3	-2	3	4	-1	4	i
> CC(=O)N1CC(=O)Nc2ccc(Cl)cc2C1c1ccc(F)cc1 (stereo not given)
 : 4	-3	-4	-8	1	7	2	-1	i
> Cc1ccc(-n2c(=S)[nH]c3ccccc3c2=O)cc1F
 : 4	-1	-11	11	2	4	-8	9	i
> COc1ccc(C(=O)NC(=S)N2C[C@H]3C[C@H](C2)c2cccc(=O)n2C3)cc1
 : -7	-6	-8	-3	1	-7	-3	31	i
> CCOP(=O)(CN(CC)CCNP(=O)(OCC)OCC)OCC
 : -6	-3	-17	-5	6	0	-2	2	i
> C[N+](C)(N)CCOC(=O)C(O)(c1ccccc1)C1CCCCC1 (stereo not given)
 : 12	-6	13	-8	-2	-6	1	-7	i
> COCCNC(=O)c1c(NC(=O)c2ccc(Br)o2)n(Cc2ccccc2)c2nc3ccccc3nc12
 : 11	-5	-5	16	-139	-52	4	-41	.
> COC(=O)C1=C(c2ccc(S(C)(=O)=O)cc2)C[C@@H]2CC[C@H]1N2C(=O)NCCCOC(C)C
 : -10	-3	-11	-6	2	9	-1	-10	i
> COc1ccc(C(=O)Nc2cccc(S(=O)(=O)NCc3ccco3)c2)cc1
 : 11	-5	2	4	4	3	3	-22	i
> CC(Cc1ccccc1)NCCC(=O)NC(C)Cc1ccccc1 (stereo not given)
 : 0	-9	-2	-4	4	7	4	-1	i
> COc1cc(C(CN)CC(=O)O)ccc1O (stereo not given)
 : -1	-4	-3	-3	2	6	-1	-1	i
> N#CC1(c2ccccc2)CCN(C2CC(=O)N(c3ccc4c(c3)OCO4)C2=O)CC1 (stereo not given)
 : -1	-3	-4	-10	6	1	-1	14	i
> O=C1NC(=O)N(c2ccccc2)C(=O)/C1=C/c1ccc(Sc2ccccc2)o1
 : 10	-3	-33	-4	15	-124	-3	-63	i
> COC(=O)C1=C(c2ccc3ccccc3c2)C[C@@H]2CC[C@H]1N2C(=O)N1CCCCC1
 : -4	-6	-2	17	7	2	2	-3	i
> O=c1c2ccccc2nc(-c2ccccc2)n1-c1nccs1
 : 17	1	1	-6	-2	-2	0	-11	i
> Fc1cccc(C2NCc3ccccc3-n3cccc32)c1 (stereo not given)
 : 18	-2	6	2	1	4	-1	3	i
> c1cncc(C2CCCCN2Cc2ccc3c(c2)OCO3)c1 (stereo not given)
 : -1	-4	-3	-6	0	8	0	-1	i
> CCOc1c(Cl)cc(CNCCc2c[nH]c3ccccc23)cc1OC
 : 5	-3	-4	-4	0	12	5	0	i
> CCCCn1c(=O)c(C(=O)NCCc2ccccc2)c(O)c2ccccc21
 : 11	-3	0	25	-1	-3	2	8	i
> COC(=O)C1=C(c2ccc(F)cc2F)C[C@@H]2CC[C@H]1N2C(=O)NCc1ccc(F)cc1
 : -11	-5	-6	0	1	0	3	-16	i
> CCOc1cc(CNCCc2c[nH]c3ccccc23)cc(Cl)c1OC
 : -20	-4	3	-1	4	-4	0	-13	i
> Cc1nn(Cc2ccccc2)c(Cl)c1C(=O)OC(C)C(=O)Nc1ccc(F)cc1Cl (stereo not given)
 : 8	-3	2	-6	-7	-2	8	-7	i
> OC(c1ccc(F)cc1)C(c1ccccc1)N1CCOCC1 (stereo not given)
 : -3	-6	-11	-7	-7	-10	-1	0	i
> CCC(C)N=Cc1c(O)n(-c2ccccc2)c(=O)[nH]c1=O (stereo not given)
 : -17	-6	-2	-6	0	-1	0	46*	i
> C[C@]12CC[C@H](OS(=O)(=O)O)CC1=CC[C@@H]1[C@@H]2CC[C@]2(C)C(=O)CC[C@@H]12
 : 7&12&8	-1&-2&-1	-1&-7&0	0&0&4	0&1&1	-7&-4&10	0&-3&-2	2&1&-11	i
> C[C@]12CC[C@H](O)CC1=CC(=O)C1C2CC[C@]2(C)C(=O)[C@H](O)CC12 (stereo not given in full)
 : -6	-1	7	-5	4	19*	0	4	i
> Cc1cccc(C)c1-n1nnnc1C(c1ccccc1)N1CCC2(CC1)C(=O)NCN2c1ccccc1 (stereo not given)
 : -7	-3	-5	39	-4	11	7	8	i
> O=C(CN1CCCCC1)NCC(=O)Nc1ccc(Br)cc1C(=O)c1ccccc1
 : -3	-1	-4	0	-2	1	4	-3	i
> c1ccc2c(CN3CCCCCCC3)c[nH]c2c1
 : -12	-4	-2	-9	2	4	-1	6	i
> CCOc1ccccc1OCC(=O)Nc1ccc(Cl)cc1C(=O)c1ccccc1
 : 5	0	13	25	-13	-2	-1	9	i
> N[C@@H](CCl)C(=O)O
 : 6	-2	-3	0	0	-4	0	-2	i
> O=[N+]([O-])/C=C1\NCCN1Cc1ccc(Cl)nc1
 : 10&3	-7&-9	-10&-4	1&-6	-1&1	15&-7	1&0	34&-5	i
> Cc1c(NP(=O)(C(C)(C)C)C(C)(C)C)c(=O)n(-c2ccccc2)n1C
 : 2	-4	4	-3	3	21*	-2	-5	i
> Cn1c(O)c(C=Nc2cccc(C(F)(F)F)c2)c(=O)n(C)c1=O
 : -4	-2	-7	5	-14	-18	1	-30	i
> CCc1nc2ccccc2c(=O)n1-c1ccc2ccccc2c1
 : 3	-3	2	3	-6	6	-1	4	i
> Cc1nc2ccccc2c(=O)n1-c1ccc(F)cc1F
 : 13	-2	-4	-5	-3	13	1	6	i
> O=c1[nH]c(=O)n(Cc2ccccc2)c(O)c1/C=C1\C=Nc2ccccc21
 : 3	-3	-98	-7	-7	18	3	-93	i
> CCOC(=O)c1c(C)n(C(C)C)c2ccc(OC)cc12
 : 1	-1	0	14	2	5	-1	9	i
> CCOP(=S)(OCC)N1CCOCCOCCN(P(=S)(OCC)OCC)CCOCCOCC1
 : 4	2	1	13	-3	-5	1	-27	i
> Cc1cc(Cc2c(O)[nH]c(=S)[nH]c2=O)ccc1OC(C)C
 : -12	-6	-10	-3	-1	2	2	-99	i
> Nc1c(C(=O)NC2CCCC2)c2nc3ccccc3nc2n1CC1CCCO1 (stereo not given)
 : 17	-1	-7	14	-2	-7	19*	-28	.
> C[n+]1c(-c2ccccc2)cc(-c2ccc(O)cc2)cc1-c1ccccc1
 : -11	-4	-8	-9	-6	-18	-6	-3	i
> CC(=O)N1N=C2C3CCN(CC3)C2C1c1ccc(F)cc1 (stereo not given)
 : -2	-3	2	-5	1	11	0	-4	i
> COc1ccccc1-n1c(O)c(C=NCCN2CCNCC2)c(=O)[nH]c1=O
 : 0	-6	-18	-2	-4	-4	1	12	i
> CCc1ccc(N2C(=O)NC(=O)/C(=C/c3cccn3CCOc3ccc(C)cc3)C2=O)cc1
 : 24	0	-15	-12	-5	-47	-1	-67	i
> O=C(NC1CONC1=O)OCC(Cl)(Cl)Cl (stereo not given)
 : 3	-11	1	-11	0	6	1	-28	i
> CC(C(N)=O)N1CC(c2ccccc2)CC1=O (stereo not given)
 : 5	0	1	-7	3	9	-4	2	i
> CC(=O)N1CCC(N2CCCC(C(=O)c3cccc(Cl)c3)C2)CC1 (stereo not given)
 : 2	-6	0	-9	0	1	2	8	i
> Cc1cc(OC(=O)N(C)C)n(-c2ccccc2)n1
 : 9	-1	12	-4	0	2	1	6	i
> COc1cc(CN2CCCC(C(=O)c3sccc3C)C2)cc(Cl)c1O (stereo not given)
 : -9	-12	1	-10	3	-2	-1	7	i
> O=C(c1cc2ccccn2n1)N1CCC2(CC1)OCCO2
 : 14	3	-10	-5	0	-6	0	-6	i
> Cc1nn(Cc2ccccc2)c(Cl)c1C(=O)NC1CCCc2ccccc21 (stereo not given)
 : 13	-6	-3	30	-8	-2	4	-5	i
> COC(=O)C1=C(c2ccc(F)cc2OCc2ccccc2)C[C@@H]2CC[C@H]1N2C(=O)NCc1cccc(F)c1
 : 3	-5	1	20	-8	5	-1	-10	i
> CCOc1ccc(-n2c(O)c(/C=C3\C=Nc4ccccc43)c(=O)[nH]c2=O)cc1
 : 10	-4	-77	-4	-8	-89	-1	-14	i
> CC(=O)NCC1=C(c2cccc3ccccc23)C[C@@H]2CC[C@H]1N2Cc1ccco1
 : 4	1	-3	-6	-2	6	0	14	i

Additional structures follow:
Values in the order: SKN-1 inh	bovine MsrA act	eLon inh	FAS-TE inh	MT1-MMP act inh	NRP1-CendR mod	Rin1 Abl inh	PABP1 MLLE inh	Neddyl block
> C=C[C@H]1CN2CC[C@H]1C[C@H]2[C@H](O)c1ccnc2ccccc12
 : -7	-1	10	-2	0	0	-4	-3	i
> O=C(Nc1ccc2ccccc2c1)N1C[C@H]2C[C@@H](C1)c1cccc(=O)n1C2
 : 8	-3	2	-4	8	-7	1	-4	i
> O=C(O)c1cn(Cc2ccccc2)nc1-c1ccccc1
 : -7	-1	-5	-3	-1	-4	4	7	i
> CC1=[N+]([O-])C2(N)CCc3nonc3C2(O)C1 (stereo not given)
 : 33	1	0	-6	-3	7	3	5	i
> N#CC1c2ccccc2-n2nncc2CN1C(=O)c1ccccc1F (stereo not given)
 : 10	-3	-2	-11	3	10	2	-1	i
> Cc1cc(C(=O)Nc2ccc3c(c2)OCCO3)nn1C(C)(C)C
 : -9	-11	-1	0	0	-2	-6	-7	i
> CCOP(=O)(OCC)OCC
 : -5	-8	-5	-1	2	-14	2	11	i
> CCNCC1(c2ccc(OC)c(OC)c2)CCCC1
 : 11	-2	4	-3	-4	8	-3	1	i
> CCCNc1nc(OC)nc(N2CC3CC(C2)c2cccc(=O)n2C3)n1 (stereo not given)
 : 1	-5	6	-4	1	-14	3	5	i
> O=C(c1ccccc1)C1NC1c1ccccc1 (stereo not given)
 : 1	-2	0	-2	3	3	0	6	i
> O=c1[nH]c(CN2CC=C(c3ccccc3)CC2)nc2scc(-c3cccs3)c12
 : -6	1	-25	-1	-22	-31	-3	-49	i

2 compounds picked at random from the list so far, as already listed:
Values in the order: SKN-1 inh	bovine MsrA act	eLon inh	FAS-TE inh	MT1-MMP act inh	NRP1-CendR mod	Rin1 Abl inh	PABP1 MLLE inh	Neddyl block
> CCc1nc2ccccc2c(=O)n1-c1ccc2ccccc2c1
 : 3	-3	2	3	-6	6	-1	4	i
> Cc1nn(Cc2ccccc2)c(Cl)c1C(=O)OC(C)C(=O)Nc1ccc(F)cc1Cl (stereo not given)
 : 8	-3	2	-6	-7	-2	8	-7	i

An excerpt. The share of hits here may be higher or lower than overall.
